CHO-K1 Ca antag: nonselective inhibitor or artifact in parental CHO-K1 cells. ATP-induced calcium, Fluo-8 fluorescence. hit rate 0.6% among 360,000. AID 602250. inhibition, % at 3 µM;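 active = inhibition above a per-plate cutoff, the plate's mean sample inhibition plus 3 SD, cut at about 24% in these data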;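 also: 0% = DMSO plus EC80 ATP and 100% = DMSO alone without ATP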
CHRM4 antagonist: CHRM4 antagonism in calcium assay; P08173; CHO-hM4 cells, ACh EC80, Fluo-8 calcium fluorescence; inhibition, % at 3 µM; hit rate 0.73% among 360,000;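 active = inhibition above its plate's cutoff, the mean inhibition of sample wells plus 3 SD, cut at about 27% in these data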;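 also: 0% = acetylcholine EC80 with DMSO and 100% = DMSO without agonist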
CHRM1 PAM: positive allosteric modulators of human M1 muscarinic receptor; CHO-K1 hM1, Fluo-8 calcium fluorescence, ACh EC20; 0% = ACh EC20, 100% = maximal ACh; activation, % at 3 µM; hit rate 0.088% among 360,000; in the data active = activation above about 19%, passing the limit was not always enough
Target sequence (P11229 whole entry, looked up): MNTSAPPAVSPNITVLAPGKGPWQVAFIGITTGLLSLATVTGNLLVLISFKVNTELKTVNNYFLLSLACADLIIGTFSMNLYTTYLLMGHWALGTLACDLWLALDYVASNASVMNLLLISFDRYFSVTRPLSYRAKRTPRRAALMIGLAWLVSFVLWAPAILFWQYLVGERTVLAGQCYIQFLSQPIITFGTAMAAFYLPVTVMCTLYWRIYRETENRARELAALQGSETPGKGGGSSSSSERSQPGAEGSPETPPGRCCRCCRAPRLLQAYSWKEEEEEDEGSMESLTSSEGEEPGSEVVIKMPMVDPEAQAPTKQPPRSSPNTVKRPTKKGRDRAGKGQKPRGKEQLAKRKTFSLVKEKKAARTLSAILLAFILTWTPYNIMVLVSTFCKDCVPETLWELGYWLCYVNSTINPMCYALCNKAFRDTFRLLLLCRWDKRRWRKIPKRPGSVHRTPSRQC
CHO-K1 Ca ag: nonselective activator or artifact in parental CHO-K1 cells; Fluo-8 calcium fluorescence; scaled to maximal ATP response, vehicle zero; activation, % at 3 µM; hit rate 0.48% among 360,000; in the data active = activation above about 15%;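 also: untransfected CHO-K1 host cells lacking M1 receptor as counterscreen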
CHRM1 antagonist: antagonists of human M1 muscarinic receptor; CHO-K1 hM1, Fluo-8 calcium fluorescence, ACh EC80 antagonist; inhibition, % at 3 µM; hit rate 1.3% among 360,000;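 active = percent inhibition above its own plate's cutoff, namely the mean of that plate's compound wells plus 3 SD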;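 also: peak over basal fluorescence ratio during 140 s after agonist addition; 0% = ACh EC80 plus DMSO and 100% = DMSO alone without agonist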
M4 ag: agonists of human muscarinic M4 receptor (CHRM4). AID 624127. CHO-K1 hM4/Gqi5, Fluo-8 calcium fluorescence; vehicle 0%, full acetylcholine response 100%. activation, % at 3 µM. hit rate 0.14% among 360,000. P08173;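 active = activation above the run mean over all test wells plus 3 SD, cut at about 32% in these data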;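 also: peak over basal fluorescence ratio per well then scaled between controls; 0% = DMSO wells and 100% = acetylcholine at EC100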
CHRM1 agonist: agonists of human M1 muscarinic receptor; AID 588814; activation, % at 3 µM; CHO-K1 hM1, Fluo-8 calcium fluorescence, agonist mode; 0% DMSO, 100% acetylcholine EC100; hit rate 0.33% among 360,000; P11229;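 active = activation above the run's mean compound activation plus 3 SD, cut at about 16% in these data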;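 also: peak over basal fluorescence ratio within a 140 s kinetic read after compound addition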
CHO parental Ca: signal in parental CHO cells, OX1R antagonist counter-screen | inhibition, % at 5.6 µM | hit rate 0.63% among 330,000 | AID 463079 | parental CHO-K1, ATP-induced calcium, Fluo-8 fluorescence;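 active = inhibition above that plate's mean sample inhibition plus 3 SD, cut at about 26% in these data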;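 also: 0% = ATP-challenged DMSO wells and 100% = DMSO wells without ATP; some compounds past the cut are filed as inactive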
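Test system: untransfected parental CHO cell line; also added: ATP stimulus; dosing: 5.6 µM, single dose; signal: calcium-sensitive Fluo-8 fluorescence; measure: percent inhibition of ATP-evoked calcium rise, normalized to controls; benchmarks: low control ATP plus DMSO, high control DMSO only; replication: one well per compound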
OXTR potentiator: potentiators of human oxytocin receptor; P30559; CHO-OTR cells, Fluo-8 calcium fluorescence, potentiator mode; 0% = oxytocin EC15, 100% = EC100; activation, % at 3 µM; hit rate 0.061% among 320,000;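 active = activation above that plate's cutoff, the mean activation of tested compounds plus 3 SD, cut at about 6.6% in these data, passing the limit was not always enough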;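 also: 100% uses oxytocin at 75 nM as the full agonist control; some results filed as inactive read as strong as hits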
Target sequence (P30559 whole entry, looked up): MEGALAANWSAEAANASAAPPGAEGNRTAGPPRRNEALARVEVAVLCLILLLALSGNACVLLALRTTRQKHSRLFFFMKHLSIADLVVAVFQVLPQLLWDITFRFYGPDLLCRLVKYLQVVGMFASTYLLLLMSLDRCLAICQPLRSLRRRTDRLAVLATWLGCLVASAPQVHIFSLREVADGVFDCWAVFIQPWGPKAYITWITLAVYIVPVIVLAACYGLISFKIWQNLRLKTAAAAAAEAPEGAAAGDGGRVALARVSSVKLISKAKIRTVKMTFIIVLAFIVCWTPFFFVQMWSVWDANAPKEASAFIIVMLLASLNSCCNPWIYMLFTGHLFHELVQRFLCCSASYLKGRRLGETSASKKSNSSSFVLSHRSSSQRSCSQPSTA
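Replication – single well per compound, singlicate · Assay system – CHO cell line stably expressing human OTR · Timing – 6 min pre-incubation, 100 s read · Measure – normalized max/min fluorescence ratio, % activation · Doses – 3.0 µM, one dose · Detection – Fluo-8 calcium dye fluorescence · Probe or stimulus – oxytocin near EC15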
* hit, by the source's call; · = no result given.

item | structure | CHO-K1 Ca antag | CHRM4 antagonist | CHRM1 PAM | CHO-K1 Ca ag | CHRM1 antagonist | M4 ag | CHRM1 agonist | CHO parental Ca | OXTR potentiator
1 | CC(C)c1ccc(NC(=O)CN2C(=O)c3ccccc3S2(=O)=O)cc1 | -20 | 7 | 6 | 2.5 | -8 | 4 | 2 | -1 | -12
2 | CN(C(=O)CN1C(=O)NC2(CCCc3ccccc32)C1=O)C1CCCCC1 (stereo not given) | -16 | -24 | 9 | 0.1 | -7 | 4 | -1 | -10 | -5
3 | COCCn1c(SCCOc2ccccc2)nc2ccccc2c1=O | -11 | 3 | 3 | 2.2 | 4 | 1 | -3 | -19 | -8
4 | COc1ccc(-c2cc(=O)n(CCC#N)[nH]2)cc1 | -6 | -3 | 7 | -0.1 | -11 | 1 | -2 | 4 | 0
5 | COc1ccc(NC(=O)C2CCN(S(=O)(=O)c3cccc4nonc34)CC2)c(OC)c1 | -5 | 1 | 4 | 1.5 | -6 | 2 | -4 | -2 | -6
6 | COc1ccc(N(C)C(=O)CCS(=O)(=O)c2cccc3nsnc23)cc1 | -18 | 0 | 0 | 0.7 | -5 | 11 | -4 | -16 | -5
7 | COCCCNCCOc1ccc(C(C)(C)c2ccccc2)cc1 | -1 | -8 | -21 | 4.6 | 15 | 11 | -10 | 3 | -5
8 | O=C(O)CN1C(=O)C(=O)N(Cc2ccccc2F)C1=O | 4 | 11 | -12 | 6.8 | 19 | 18 | -2 | 0 | -2
9 | COc1ccccc1C(=O)NC(=O)CSc1nc2nc(C)cc(C)n2n1 | -10 | -3 | 11 | -0.9 | -1 | -1 | -5 | -1 | -1
10 | O=c1c2ccccc2nc2ccccn12 | -15 | -2 | 10 | 0.4 | -7 | 1 | -4 | -12 | -1
11 | CCOc1ccc(CCNC(=O)Cn2nc(C)c3c(C)n(-c4ccccc4)nc3c2=O)cc1 | -8 | 14 | 11 | -1.0 | -19 | -1 | -5 | -27 | -2
12 | N#C/C(=C/c1ccccc1)C(=O)NCc1ccccc1 | -4 | 5 | 16 | -0.1 | -13 | 1 | 0 | -10 | -2
13 | O=C(O)CSc1ncn[nH]1 | -6 | -5 | 4 | 0.0 | -15 | 1 | -1 | -13 | -4
14 | CCOc1ccc(/C(CCC(=O)O)=N/NC(=S)NC(C)C)cc1 | 7 | 1 | 7 | -0.4 | -5 | 0 | -3 | 4 | -24
15 | Cc1cccc(C(=O)OCC(=O)Nc2sc3c(c2C#N)CCC3)c1 | 2 | -5 | 3 | 0.0 | -6 | 1 | 2 | -2 | -6
16 | Cc1noc(C)c1COc1cccc(C(=O)NCc2cccc(Cl)c2)c1 | 5 | -2 | 4 | 2.5 | -7 | 4 | 1 | -22 | -9
17 | Cc1[nH]c2ccc(C(=O)N3CCN(c4ccc(F)cc4)CC3)cc2c1C | -10 | -10 | 12 | 3.0 | -13 | 5 | 1 | -29 | -10
18 | CC(=NCCCNC1CCCCC1)C1=C(O)CC(C)(C)CC1=O | -12 | 4 | 3 | 0.4 | -6 | 0 | -6 | 1 | -3
19 | CCc1ccccc1N(C(=O)c1cccs1)C1C=CS(=O)(=O)C1 (stereo not given) | -23 | -5 | 13 | 0.9 | -3 | 2 | -4 | -4 | -3
20 | CCN1C(=O)c2cccc3c(S(=O)(=O)NC(Cc4ccccc4)C(=O)O)ccc1c23 (stereo not given) | -18 | 7 | 3 | 0.4 | -2 | 1 | -5 | -2 | -1

Next section; the last two above are carried over.
item | structure | CHO-K1 Ca antag | CHRM4 antagonist | CHRM1 PAM | CHO-K1 Ca ag | CHRM1 antagonist | M4 ag | CHRM1 agonist | CHO parental Ca | OXTR potentiator
19 | CCc1ccccc1N(C(=O)c1cccs1)C1C=CS(=O)(=O)C1 (stereo not given) | -23 | -5 | 13 | 0.9 | -3 | 2 | -4 | -4 | -3
20 | CCN1C(=O)c2cccc3c(S(=O)(=O)NC(Cc4ccccc4)C(=O)O)ccc1c23 (stereo not given) | -18 | 7 | 3 | 0.4 | -2 | 1 | -5 | -2 | -1
21 | COc1ccccc1-c1csc(NC(=O)c2cc(-c3cccs3)nc3ccccc23)n1 | 2 | 14 | 0 | 0.5 | 1 | 5 | -4 | -11 | -9
22 | CC(C)Nc1nc(NC(C)C)nc(N(C#N)CCOc2ccc(Cl)cc2Cl)n1 | -29 | -2 | -4 | 1.4 | -19 | 2 | -2 | -21 | -15
23 | CN(CCOc1ccccc1)S(=O)(=O)c1ccc2oc3ccccc3c2c1 | -10 | -3 | 1 | 1.8 | -19 | 2 | 0 | 4 | -5
24 | COc1ccc2nc(SC)cc(C)c2c1 | -9 | 1 | 4 | -0.3 | -11 | 0 | -6 | -10 | -2
25 | COc1ccc(/C=C/C(=O)Nc2ccccc2C(=O)N2CCCC2)cc1 | -3 | 4 | 5 | 2.5 | -2 | 6 | -3 | -17 | 0
26 | Cc1cc(NC(=O)Nc2ccc(F)c(Cl)c2)no1 | -8 | -1 | 8 | 9.2 | -2 | 13 | 4 | -17 | -8
27 | COc1cc(CNc2ncnc3c2ncn3[C@H]2CN(Cc3cccs3)C[C@@H](CO)O2)cc(OC)c1OC | 11 | -8 | 17 | 0.7 | -13 | 3 | 3 | · | ·
28 | COc1ccccc1C(=O)Nc1ccnn1C1CCN(C(=O)C2CCOC2)CC1 (stereo not given) | -12 | -5 | 14 | 1.7 | -18 | 2 | -1 | -10 | 5
29 | O=C(CCCOc1ccc(Cl)cc1)NCCc1ccccc1 | -4 | 5 | 10 | 2.0 | -15 | 2 | -4 | -3 | -2
30 | Nc1ccc(C(=O)OCC(=O)NC2CCCc3ccccc32)cc1[N+](=O)[O-] (stereo not given) | -5 | 8 | -1 | 2.3 | 2 | 4 | -1 | -5 | -12
31 | O=C(NCc1nnnn1-c1ccc(F)c(F)c1)c1cc2ccccc2o1 | -4 | 5 | 2 | 1.6 | -2 | 2 | -3 | -9 | -4
32 | COc1ccc(NC(=S)Nc2ccccn2)cc1 | 11 | -2 | 4 | -0.5 | -21 | 0 | -2 | -4 | -4
33 | O=C(Nc1nc(-c2ccncc2)cs1)c1ccc(F)cc1 | -1 | -7 | 17 | 0.1 | -17 | 2 | -2 | -2 | -11
34 | O=C(NCc1ccco1)c1ccc(Cl)s1 | -1 | 5 | -9 | 1.6 | -1 | 2 | -5 | 21 | 0
35 | CCOc1nc2cnccc2n(CC(=O)Nc2ccccc2C(=O)OC)c1=O | -14 | 7 | -2 | 0.3 | 6 | 0 | -4 | -23 | 1
36 | COc1ccc(-c2nn(-c3ccccc3)cc2CNC(C)Cn2cncn2)c(F)c1 (stereo not given) | -16 | -6 | 2 | 0.5 | 0 | 2 | -6 | 2 | -14
37 | COC(=O)c1ccc(NC(=O)CSCc2ccc(C)cc2)cc1 | -7 | -7 | 10 | 1.3 | -16 | 0 | -1 | -6 | -3
38 | CCCC(c1nnnn1CS(=O)(=O)c1ccc(C)cc1)N1CCC(C(N)=O)CC1 (stereo not given) | -6 | -5 | 8 | -0.3 | -11 | 5 | -3 | -6 | -3
39 | O=C(NCc1ccccn1)[C@@H]1CCCN1C(=O)[C@@H]1CCCN1C(=O)c1ccc(Cl)cc1 | 3 | -3 | · | 0.4 | · | 0 | · | · | ·
40 | CCOC(=O)CNC(=O)c1cn(C)c(=O)c2cc(OC)c(OC)cc12 | 5 | -1 | 3 | -0.2 | -4 | 1 | -2 | -7 | -10
41 | O=C(NNc1c2ccccc2nc2ccccc12)C(O)c1ccccc1 (stereo not given) | -18 | 5 | 2 | 1.0 | -26 | 7 | -4 | -21 | -5
42 | Cc1ccccc1NC(=O)CSc1nnc(-c2ccoc2C)n1CCc1ccccc1 | -2 | -14 | 6 | 0.3 | -4 | 0 | -4 | -38 | -21
43 | Cc1cccc(NCC(=O)N/N=C\c2cccn2C)c1 | -4 | 1 | 6 | 3.5 | -10 | 0 | -4 | -2 | -6
44 | COc1ccccc1Cn1c(=S)[nH]c2cc(C(=O)NCCCN3CCOCC3)ccc2c1=O | -10 | -9 | -2 | 4.5 | 5 | 11 | -2 | 1 | -7
45 | CCCCSc1nc(C)cc(C)c1S(=O)(=O)c1ccccc1C | -7 | 4 | 0 | -0.5 | -21 | -2 | -4 | 39* | -14
46 | Cc1c(CCO)c(=O)n(C)n1C(=O)c1ccc(Cl)cc1 | -6 | -4 | 8 | 0.3 | -6 | 0 | -4 | 1 | -5
47 | Cc1ccc(NC(=O)c2ccco2)cc1C | -5 | -4 | 4 | -0.1 | -23 | 1 | -3 | -2 | -4
48 | CCCC(=O)NC(c1ccc(OC)cc1)c1c(O)ccc2ccccc12 (stereo not given) | 5 | 3 | 1 | 9.0 | 4 | 1 | -1 | -1 | -14
49 | Cc1nc(NC(=O)c2ccco2)sc1-c1csc(Nc2ccc(Cl)cc2)n1 | -7 | 1 | 1 | -0.7 | 7 | 1 | -3 | -5 | -17
50 | COc1ccc(NC(=O)N(Cc2ccc3c(c2)OCO3)C2CC(=O)N(c3ccc(OC)cc3)C2=O)cc1 (stereo not given) | 16 | -1 | -4 | 1.7 | 8 | 4 | -4 | -24 | -1
51 | CCOc1ccc(C(=O)NC(C(=O)NCc2ccccn2)C(C)C)cc1 (stereo not given) | -9 | -5 | -2 | 0.0 | 4 | 1 | -5 | -31 | -13
52 | CCCCN(CCCC)S(=O)(=O)c1ccc(NC(=O)Cc2cccs2)cc1 | -1 | 6 | -9 | 3.9 | 13 | 1 | -4 | 10 | -9
53 | CCN(CC(=O)Nc1ccc2c(c1)OCCO2)C(=O)/C=C/c1cc(Br)ccc1OC | -6 | -13 | 6 | 0.8 | -13 | 2 | -4 | · | ·
54 | O=[N+]([O-])c1ccc(Cl)cc1P(=O)(O)c1cc(Cl)ccc1[N+](=O)[O-] | -16 | -2 | 4 | 1.2 | -11 | 1 | -1 | · | ·
55 | COC(=O)c1ccc(CSc2n[nH]c(-c3ccccc3)n2)o1 | 6 | 1 | 1 | 0.4 | -3 | 2 | -4 | -10 | 5
56 | Nc1cc(N)nc(SCC(=O)Nc2ccccc2)n1 | -7 | 2 | 3 | 0.2 | -22 | 1 | -1 | -7 | -1
57 | COCCCn1c(=N)c(C(=O)NCc2ccc3c(c2)OCO3)cc2c(=O)n3ccccc3nc21 | -2 | -1 | -5 | -0.3 | -4 | 0 | -7 | -12 | -2
58 | O=C1N(CC(=O)N2CCc3ccccc32)CCN1Cc1ccc(Cl)cc1 | 8 | -3 | 3 | 1.2 | -29 | 6 | -4 | -9 | 0
59 | CC(C)C[C@H](NC(=O)c1nc[nH]c1C(=O)NCCNC(=O)OC(C)(C)C)C(=O)CNCCNC(=O)c1[nH]cnc1C(=O)N[C@@H](C)C(=O)OC(C)(C)C | -12 | -3 | 12 | 0.1 | -9 | 1 | -4 | -9 | 7
60 | CCC(NS(=O)(=O)c1cccs1)c1ccc(C)cc1 (stereo not given) | -13 | 6 | 4 | -0.7 | -5 | -2 | -7 | -13 | -2
61 | Cc1ccc(OCC(=O)NC(=S)Nc2ccc(S(=O)(=O)Nc3cc(C)on3)cc2)c(Br)c1 | -14 | -12 | 12 | 0.6 | -13 | 8 | -2 | 11 | -7

Screening data from PubChem.
